# Assay outcomes (PubChem)
# rTrxR1 inhibitor: qHTS Assay for Inhibitors of Mammalian Selenoprotein Thioredoxin Reductase 1 (TrxR1): qHTS; Potency, µM (top dose mostly 114 µM), for inactives: at the highest dose activity change, negative = inhibition, actives largely listed as inhibitors; AID 588453, 2011; 1% of 390,000 active; Thioredoxin reductase 1, cytoplasmic (Rattus norvegicus), O89049; recombinant rTrxR1, NADPH fluorescence consumption, selenite substrate; also: % is scaled to controls: 0 for no effect and ±100 for the full control effect; nearly all actives have a fitted effect of over 65% in size
#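 Rat TrxR1 (90 nM in the dispensed reagent) was pre-reduced with 400 uM NADPH for 5 min at room temperature, then incubated with compound for 15 min. After 400 uM selenite was added, NADPH fluorescence (Ex 340/Em 450 nm) was followed for 8 min.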
# 12-LOX inh: Primary qHTS assay for inhibitors of human arachidonate 12S-lipoxygenase (ALOX12): Round 2. 1.1% of 580,000 active. Polyunsaturated fatty acid lipoxygenase ALOX12 (Homo sapiens), P18054. AID 1671190, 2021. purified 12hLO, xylenol orange hydroperoxide absorbance. Potency, µM (top dose mostly 108 µM), inactives show at the highest dose activity change, negative = inhibition, usual class: inhibitors; also: % is scaled to controls: 0 for no effect and ±100 for the full control effect
# Target sequence (P18054 whole entry, looked up): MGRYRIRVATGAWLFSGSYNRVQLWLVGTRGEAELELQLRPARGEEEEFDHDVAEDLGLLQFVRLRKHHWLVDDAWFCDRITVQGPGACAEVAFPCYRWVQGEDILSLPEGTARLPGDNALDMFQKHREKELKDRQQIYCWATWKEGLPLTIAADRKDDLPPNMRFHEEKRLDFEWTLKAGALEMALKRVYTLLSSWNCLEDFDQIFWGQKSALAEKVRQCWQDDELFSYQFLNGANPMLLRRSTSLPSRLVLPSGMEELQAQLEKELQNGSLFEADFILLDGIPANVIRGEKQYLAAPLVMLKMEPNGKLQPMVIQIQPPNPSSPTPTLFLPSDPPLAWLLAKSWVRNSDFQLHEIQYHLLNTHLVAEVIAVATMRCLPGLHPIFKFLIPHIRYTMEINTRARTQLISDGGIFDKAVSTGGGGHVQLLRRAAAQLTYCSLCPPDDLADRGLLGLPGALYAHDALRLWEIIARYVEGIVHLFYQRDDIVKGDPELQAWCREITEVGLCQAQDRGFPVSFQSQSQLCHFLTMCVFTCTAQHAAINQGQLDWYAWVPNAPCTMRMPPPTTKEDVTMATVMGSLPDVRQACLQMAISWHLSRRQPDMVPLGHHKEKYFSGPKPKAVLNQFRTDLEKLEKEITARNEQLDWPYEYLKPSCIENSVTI
#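 Purified human 12hLO at 150 nM in 25 mM Hepes, 0.01% Triton X-100, pH 7.0, preincubated 15 min at room temperature with compound. Reaction started with 40 uM arachidonic acid, 30 min at room temperature. Hydroperoxide measured by Fe-xylenol orange, 573/405 nm absorbance ratio.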
# TrxR1 substrate: qHTS Assay for Substrates of Mammalian Selenoprotein Thioredoxin Reductase 1 (TrxR1): qHTS; Thioredoxin reductase 1, cytoplasmic (Rattus norvegicus), O89049; purified TrxR1 substrate turnover, NADPH consumption readout; Potency, µM (doses to about 114 µM), for the others: top-dose activity change, negative = substrate turnover; 0.01% of 390,000 active; also: % is scaled to controls: 0 for no effect and ±100 for the full control effect; nearly all actives have a fitted effect of over 50% in size
#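 Rat TrxR1, dispensed at 90 nM, was prereduced with 400 uM NADPH (final) for 5 min at ~22 deg C, then incubated with compound 15 min before 400 uM selenite. A first-read NADPH fluorescence drop versus no-compound background flagged substrates.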
# Vif-APOBEC3G blk: qHTS for Inhibitors of Vif-A3G Interactions: qHTS. HeLa A3G-eYFP + Vif (tagged APOBEC3G with the HIV-1 protein that degrades it), YFP fluorescence, overnight. Potency, µM (top dose mostly 46.1 µM), inactives show at the highest dose activity, negative = active, most hits filed as inhibitors. 0.076% of 410,000 active. AID 602310, 2012;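 also: % is scaled to controls: 0 for no effect and ±100 for the full control effect; nearly all actives have a fitted effect of over 60% in size; hits raise eYFP signal because A3G escapes Vif-driven loss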
#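 Read-out is eYFP fluorescence (Ex 488/Em 500-530) from Vif-expressing HeLa A3G-eYFP cells; more signal means A3G escaped Vif-mediated degradation. Cells plated overnight, compound pinned in, incubated overnight at 37 deg C.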
# IDH1 R132H inh: qHTS for Inhibitors of mutant isocitrate dehydrogenase 1 (IDH1): qHTS; IDH1-R132H enzyme, NADPH consumption, diaphorase/resazurin fluorescence; Potency, µM (series often up to 76.6 µM), inactives show at the highest dose activity change, negative = inhibition, hits mostly inhibitors; 0.093% of 390,000 active; AID 602179, 2012; also: % is scaled to controls: 0 for no effect and ±100 for the full control effect; nearly all actives have a fitted effect of over 65% in size
#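 IDH1-R132H (0.5 ug/mL dispensed) in pH 7.5 Tris buffer was preincubated 30 min with compound, then given a substrate mix of 0.016 mM NADPH and 2 mM alpha-KG for 80 min at room temperature; remaining NADPH was read by diaphorase/resazurin fluorescence.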
# Vif-A3F inh: qHTS for Inhibitors of Vif-A3F Interactions: qHTS; Potency, µM (doses to about 46.1 µM), for inactives: top-dose activity, negative = active; 0.2% of 390,000 active; HeLa A3F-eYFP + Vif (tagged APOBEC3F with the HIV-1 protein that degrades it), YFP fluorescence increase; AID 602313, 2012; also: % of control where 0% means no effect; nearly all actives have a fitted effect of over 65% in size
#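 HeLa cells stably expressing A3F-eYFP plus Vif, plated and incubated overnight at 37 deg C, then exposed to compounds overnight at 37 deg C. Blocked degradation read as raised yellow fluorescence (Ex 488/Em 500-530).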
# RXFP1 agonist: qHTS Assay for Agonists of the Relaxin Receptor RXFP1; Relaxin receptor 1 (Homo sapiens), Q9HBX9; HEK293T-RXFP1 cAMP TR-FRET, 30 min; response scale: percent of porcine relaxin response, buffer zero; Potency, µM (series often up to 57.5 µM), inactives show at the top dose activation, hits mostly activators; 0.3% of 370,000 active; AID 2676, 2010; also: % is scaled to controls: 0 for no effect and ±100 for the full control effect; nearly all actives have a fitted effect of over 60% in size; many of its hits are not listed in these tables
#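 Agonist response is measured as cAMP accumulation in an RXFP1-transfected HEK293T line under PDE4 inhibition. Values are scaled between buffer-only and 29 nM porcine relaxin, and EC50s come from standard Hill equation fits.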
# RGS4 inhibitor: Inhibitors of Regulator of G Protein Signaling (RGS) 4: qHTS; Regulator of G-protein signaling 4 (Homo sapiens), P49798; Transcreener GDP fluorescence polarization, RGS4-accelerated GTP hydrolysis; Potency, µM (highest dose often 114 µM), for inactives: at the highest dose activity change, negative = inhibition, hits mostly inhibitors; 0.039% of 390,000 active; also: % is scaled to controls: 0 for no effect and ±100 for the full control effect; nearly all actives have a fitted effect of over 75% in size; some results filed as inactive show a strong effect at the top dose
# Target sequence (P49798 whole entry, looked up): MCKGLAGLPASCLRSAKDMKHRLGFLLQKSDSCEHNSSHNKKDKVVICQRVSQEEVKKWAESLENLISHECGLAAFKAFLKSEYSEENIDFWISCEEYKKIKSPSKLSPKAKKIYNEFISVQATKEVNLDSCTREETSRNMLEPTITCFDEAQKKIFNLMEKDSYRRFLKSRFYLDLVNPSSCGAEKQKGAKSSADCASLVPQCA
#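 MLSMR compounds (23 nl, pin-transferred) preincubated 10 min at room temperature with a 500nM (2x) first reagent, then RGS4 at 900nM (2x) plus Transcreener GDP mix added; fluorescence polarization (620/688 nm) read before and after 90 min at 30 °C.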
# USP1-UAF1 inh: Inhibitors of USP1/UAF1: Primary Screen | Ubiquitin carboxyl-terminal hydrolase 1 (Homo sapiens), O94782 | recombinant USP1/UAF1, Ub-Rhodamine cleavage fluorescence | Potency, µM (doses to about 57.1 µM), for inactives: at the top dose activity change, negative = inhibition, usual class: inhibitors | 0.23% of 390,000 active; also: % is scaled to controls: 0 for no effect and ±100 for the full control effect; nearly all actives have a fitted effect of over 60% in size; inactives centre near -12
#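 USP1/UAF1 complex (1 nM) preincubated 15 min at room temperature with compound, then Ub-Rho substrate (150 nM final) added. Kinetic fluorescence at 480/540 nm over 6 reads at 60 s intervals; 50 mM HEPES pH 7.8, 0.5 mM EDTA, 0.1 mg/ml BSA, 1 mM TCEP, 0.01% Tween-20.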
# Starred values were filed as active, the others as inactive; ? = inconclusive; . = not tested or not shown; & = joins results of further samples; [ ] = remark or other dose. Calls follow the shape of the dose curve; as a rule, active = well fitted curve in the direction sought with a large enough effect; inconclusive = small, poorly fitted or top-dose-only effect, or another doubt; inactive = no such curve, though single readings can be large; an effect the other way counts as inactive or inconclusive. Potency is read from the fitted curve at half-maximal effect.
SMILES,rTrxR1 inhibitor,12-LOX inh,TrxR1 substrate,Vif-APOBEC3G blk,IDH1 R132H inh,Vif-A3F inh,RXFP1 agonist,RGS4 inhibitor,USP1-UAF1 inh
O=C(Nc1ccc(F)cc1)c1nc(SCc2ccccc2F)ncc1Cl,18.5%,-15.5%,-2.4%,3.8%,2.0%,-2.1%,-3.2%,21.7%,-12.0%
C=CCN1C(=O)c2ccc(C(=O)OCC(=O)N(CC)c3c(N)n(Cc4ccccc4)c(=O)[nH]c3=O)cc2C1=O,36.1%[activator],55.8%[activator],4.6%,6.2%,3.2%,3.5%,.,-4.3%,-15.8%
CC(C)[C@H]1COCCS(=O)(=O)N1Cc1ccc(Cl)cc1,10.5%[57.1 µM],?,6.8%&-2.3%,-0.4%&2.0%,0.0%,-0.4%,-3.0%,0.7%,-17.2%
O=C(CC1SC(=Nc2ccc(O)cc2)NC1=O)Nc1ccccc1 (stereo not given),3.8%,.,1.0%,0.5%,5.3%,18.8%,0.4%,-4.3%,-20.5%
CC(=O)c1cccc(NC(=O)CN(Cc2ccccc2)S(C)(=O)=O)c1,20.1%,-4.6%,3.6%,0.0%,1.5%,6.8%,-0.1%,10.4%,-4.1%
Cc1cc(=O)nc2c3ccccc3n(C(C)C(=O)NCCC(C)C)n12 (stereo not given),1.5%,0.0%,2.7%,-4.5%,-3.0%,-2.4%,0.5%,-10.3%[11.4 µM],-16.0%
CCCCCCCCCCCCCCC(O)C[N+](C)(CCO)CCO (stereo not given),16.5%[11.4 µM],?,5.9%[11.4 µM],-17.6%,2.2%,-16.1%,.,-39.7%,-18.0%
O=C1CCC(C(=O)Nc2ccc([N+](=O)[O-])cc2)N1 (stereo not given),-20.6%,199.8%[activator],-20.0%,1.7%,-0.5%,4.5%,0.1%,-20.5%,-9.0%
CC(OC(=O)CC1Sc2ccccc2NC1=O)C(=O)NC1CCCC1 (stereo not given),6.9%[57.1 µM],-22.1%,8.0%[0.0914 µM],0.8%,-2.6%,13.0%,-0.2%,-36.2%,-1.3%
Cn1c(=O)[nH]c(=O)c2c1nc(NCCc1ccccc1)n2Cc1ccc(F)cc1,6.0%,-14.6%,-1.4%,-3.4%,-5.5%,-3.0%,0.2%,-5.3%,-14.4%
Cn1c(CN2CCCC2)nc2cc(NC(=O)COc3ccc(Cl)cc3)ccc21,14.8%,-9.4%,-6.3%,1.2%,-0.4%,-0.2%,0.1%,0.6%,?
O=C(O)c1cccc(NS(=O)(=O)c2ccc3nnn(O)c3c2)c1,19.5%[57.1 µM],?,-5.1%,0.5%,5.3%,1.6%,-1.3%,-6.0%,-11.4%
O=C(c1cc(-c2ccncc2)nc2ccccc12)N1CCN(c2ncccn2)CC1,5.7%[57.1 µM],-6.3%,-6.0%[57.1 µM],-4.2%,3.1%,-2.2%,.,-14.0%,?
O=C(Cn1nc(C(=O)O)c2ccccc2c1=O)NCC1CCCO1 (stereo not given),-6.3%,-3.8%,-9.4%,-7.5%,11.3%,-0.7%,22.2%,19.2%,5.2%
Cc1ccc(N=C2SC(C(=O)O)CC(=O)N2C)cc1C (stereo not given),7.7%[57.1 µM],-3.2%,-6.2%[57.1 µM],-0.2%,5.7%,-0.4%,0.2%,-15.9%,?
CCOc1ccc(C(=O)c2cn(Cc3ccccc3OC)c3ccc(F)cc3c2=O)cc1,30.1%,2.0%,2.6%,4.0%,-12.0%,1.5%,0.5%,-14.8%,-19.4%
C/C(CCN1CCc2nc(-c3ccccc3)c(-c3ccccc3)cc2C1)=N\O[C@@H](C)c1cc(-c2c(C)cc(C)cc2C)no1,12.5%[57.1 µM],.,7.7%[57.1 µM],-1.6%,-2.9%,-1.9%,1.9%,39.2%,-13.9%
CN(CC1CCOCC1)C(=O)CC1C(=O)NCCN1CC(c1ccccc1)c1ccccc1 (stereo not given),-35.0%,?,-1.7%,-6.3%,1.6%,0.8%,-0.6%,2.7%,-18.2%
Cc1cc(C)c2c(c1)NC(c1cc3c(cc1Br)OCO3)C1CC=CC21 (stereo not given),2.4%,-20.7%,-1.2%,-17.3%,-0.9%,-8.3%,-0.4%,-17.1%,-11.2%
COc1ccccc1NS(=O)(=O)c1cccc(C(=O)NCC(c2cccs2)N(C)C)c1 (stereo not given),26.5%,7.1%,2.0%,-0.9%,-4.9%,3.3%,.,15.0%,-15.8%
Cc1cccc2c(C(=O)N3CCCCC3)cc(-c3ccccc3)nc12,1.2%[57.1 µM],?,-0.2%[57.1 µM],-3.7%,0.6%,-11.7%,-0.4%,-14.9%,-15.8%
CCOc1cc(/C=N/NC(=O)Cn2nc([N+](=O)[O-])cc2C)cc(Br)c1OCc1ccccc1C,11.3%,0.0%,-2.3%,-18.3%,0.0%,?,-0.2%,27.8%,-7.5%
CCOC(=O)C1CCCN(S(=O)(=O)c2ccc3c4c2CC(=O)N4CC(C)S3)C1 (stereo not given),-4.2%,1.8%,2.0%,3.4%,0.3%,2.9%,2.9%,-26.3%,-11.6%
O=C(NCC(c1ccco1)N1CCCC1)c1cccc(S(=O)(=O)N2CCc3ccccc32)c1 (stereo not given),.,?,.,4.8%,-4.7%,-0.5%,.,.,-0.1%
CN1C(=O)c2ccccc2Sc2ccc(NC(=O)c3ccccc3F)cc21,5.4%[57.1 µM],-27.4%,-8.2%[57.1 µM],3.0%,-7.1%,1.7%,-1.4%,24.4%,?

# Of the compounds above, these contain two or more sulfur atoms:
SMILES,rTrxR1 inhibitor,12-LOX inh,TrxR1 substrate,Vif-APOBEC3G blk,IDH1 R132H inh,Vif-A3F inh,RXFP1 agonist,RGS4 inhibitor,USP1-UAF1 inh
COc1ccccc1NS(=O)(=O)c1cccc(C(=O)NCC(c2cccs2)N(C)C)c1 (stereo not given),26.5%,7.1%,2.0%,-0.9%,-4.9%,3.3%,.,15.0%,-15.8%
CCOC(=O)C1CCCN(S(=O)(=O)c2ccc3c4c2CC(=O)N4CC(C)S3)C1 (stereo not given),-4.2%,1.8%,2.0%,3.4%,0.3%,2.9%,2.9%,-26.3%,-11.6%

# Fetched by compound from above:
SMILES,rTrxR1 inhibitor,12-LOX inh,TrxR1 substrate,Vif-APOBEC3G blk,IDH1 R132H inh,Vif-A3F inh,RXFP1 agonist,RGS4 inhibitor,USP1-UAF1 inh
CC(=O)c1cccc(NC(=O)CN(Cc2ccccc2)S(C)(=O)=O)c1,20.1%,-4.6%,3.6%,0.0%,1.5%,6.8%,-0.1%,10.4%,-4.1%
O=C(Cn1nc(C(=O)O)c2ccccc2c1=O)NCC1CCCO1 (stereo not given),-6.3%,-3.8%,-9.4%,-7.5%,11.3%,-0.7%,22.2%,19.2%,5.2%
CCCCCCCCCCCCCCC(O)C[N+](C)(CCO)CCO (stereo not given),16.5%[11.4 µM],?,5.9%[11.4 µM],-17.6%,2.2%,-16.1%,.,-39.7%,-18.0%

# The list goes on:
SMILES,rTrxR1 inhibitor,12-LOX inh,TrxR1 substrate,Vif-APOBEC3G blk,IDH1 R132H inh,Vif-A3F inh,RXFP1 agonist,RGS4 inhibitor,USP1-UAF1 inh
CCC(Sc1nc(C)cc(=O)[nH]1)C(=O)Nc1nc(-c2ccccc2)cs1 (stereo not given),3.6%,-0.2%,-2.7%,4.3%,3.5%,6.7%,-0.8%,-8.1%,-11.7%
COc1ccc(OCCC(=O)NC2=NCCS2)cc1,5.0%,32.2%,0.0%,-2.0%,-0.7%,5.1%,0.3%,-3.4%,-13.6%
COC(=O)C1=C(C)OC(N)=C(C#N)C1c1ccccc1F (stereo not given),-9.3%[57.1 µM],0.0%,2.8%[57.1 µM],-0.3%,6.1%,-8.8%,-0.5%,-2.1%,-17.1%
COC(=O)c1ccc(NC(=O)C(=O)N2CCN(C(=S)Nc3ccccc3OC)CC2)cc1,-18.6%,5.0%,-8.0%,2.2%,1.3%,-0.1%,0.3%,-16.5%,-15.4%
COc1ccc(CN(C)C(=O)COC(=O)c2cnc(Cl)c(Cl)c2)cc1,5.6%,-15.9%,3.8%,0.8%,3.8%,-14.1%,.,-7.0%,-12.6%
CC(=O)Oc1ccc(C(=O)O)cc1OC(C)=O,27.2%,2.5%,-0.1%,0.8%,6.5%,-3.8%,-1.0%,-27.9%,-10.5%
NC(=O)NC(=O)COC(=O)c1ccc2noc(-c3ccccc3)c2c1,-22.9%,-8.3%,-4.9%,0.0%,-4.4%,-2.4%,-3.0%,-12.3%,-12.1%

# Some of the compounds tested; rates above refer to the full screens.
